TEAD-YAP inh = TEAD-YAP interaction inhibition; 1.4% of 640,000 active; HEK-TIYL cells, TEAD-Gal4/YAP UAS-luciferase luminescence; inhibition, % at 9.12 µM; in the data active = inhibition above about 32%;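 also: 0% = median of test compound wells and 100% = reference inhibitor wells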
FBW7 activator = human FBW7 E3 ligase activation, primary screen | 0.13% of 650,000 active | normalized activity (activation), % at 26.1 µM | AID 1259310 | Q969H0 | AlphaScreen FBW7–phospho-cyclin E peptide binding, activator screen; in the data active = normalized activity above about 1.9%;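 also: purified mutant Fbw7 with reduced substrate affinity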
GPR151 activ = activates the human receptor GPR151; Q8TDV0; PathHunter beta-arrestin GPR151 cells, luminescence; activation, % at 11.2 µM; 1% of 650,000 active; in the data active = activation above about 4.9%;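 also: 0% = median of compound wells and 100% = cells with positive control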
Target sequence (Q8TDV0 whole entry, looked up): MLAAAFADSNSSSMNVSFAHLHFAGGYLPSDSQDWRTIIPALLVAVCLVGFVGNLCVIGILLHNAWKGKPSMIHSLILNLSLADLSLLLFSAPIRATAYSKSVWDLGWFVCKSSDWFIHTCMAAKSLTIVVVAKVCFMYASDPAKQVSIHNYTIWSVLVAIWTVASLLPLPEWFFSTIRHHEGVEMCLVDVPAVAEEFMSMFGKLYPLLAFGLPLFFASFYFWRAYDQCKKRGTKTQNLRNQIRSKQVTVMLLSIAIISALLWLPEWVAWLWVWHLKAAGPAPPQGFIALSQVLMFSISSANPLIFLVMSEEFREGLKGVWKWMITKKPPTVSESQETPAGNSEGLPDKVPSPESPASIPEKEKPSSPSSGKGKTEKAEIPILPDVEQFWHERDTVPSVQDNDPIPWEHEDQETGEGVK
MITF inh = inhibitors of human MITF; O75030; AlphaScreen MITF homodimerization, bead proximity signal; inhibition, % at 2.6 µM; 0.91% of 650,000 active; in the data active = inhibition above about 50%;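 also: 0% = vehicle wells with protein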
Target sequence (O75030 whole entry, looked up): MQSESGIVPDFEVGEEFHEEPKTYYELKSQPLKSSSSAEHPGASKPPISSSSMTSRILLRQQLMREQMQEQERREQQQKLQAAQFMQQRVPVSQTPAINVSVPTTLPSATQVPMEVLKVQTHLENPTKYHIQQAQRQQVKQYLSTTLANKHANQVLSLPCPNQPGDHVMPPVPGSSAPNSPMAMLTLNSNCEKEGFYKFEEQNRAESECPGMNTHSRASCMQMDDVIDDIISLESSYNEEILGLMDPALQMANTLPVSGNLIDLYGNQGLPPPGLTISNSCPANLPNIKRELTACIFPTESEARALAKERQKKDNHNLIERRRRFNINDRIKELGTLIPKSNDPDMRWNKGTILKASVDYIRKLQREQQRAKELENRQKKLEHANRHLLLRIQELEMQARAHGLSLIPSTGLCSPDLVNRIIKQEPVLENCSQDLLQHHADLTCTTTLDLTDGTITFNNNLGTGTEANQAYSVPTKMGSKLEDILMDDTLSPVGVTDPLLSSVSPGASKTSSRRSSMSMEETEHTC
* marks the source's active call; other numbers are inactive results; & = joins results of further samples. No enrichment for hits; about 3.5% have a hit in one of these screens.

SMILES	TEAD-YAP inh	FBW7 activator	GPR151 activ	MITF inh
Cc1cc(C(C)(C)C)c(O)c(C)c1CC1=NCCN1	-5&-4	0.0&-0.2&0.1&0.0	0.5&0.8&-0.8&3.2	-7&0&12&10
c1ccc(Nc2nc(-c3csc4ccccc34)nc3c2ncn3-c2ccsc2)cc1	-5	0.1	-0.4	10
O=C(CCl)NCc1cc(C(=O)c2ccccc2)ccc1O	12	0.0	0.7	-1
COc1ccc(CNc2nc(Nc3ccc(N4CCOCC4)cc3)nc3cc(OC)c(OC)cc23)cc1	-8	-0.1	-0.1	8
CNC(=O)c1[nH]cnc1C(=O)Nc1ccc(N)cc1	6	-0.7	0.4	-5
CC(=O)Nc1ccc(S(=O)(=O)NCC2CCC(C(=O)N3CC(C)CC(C)C3)CC2)cc1 (stereo not drawn)	5	0.0	-1.4	-6
CN(c1ccccc1)c1ccc(/C=c2\sc3nc4ccccc4n3c2=O)cc1	-1	0.0	-0.2	11
CCOC(=O)c1cc(-c2ccc3c(c2)OCO3)nc2[nH]c(=S)[nH]c(=O)c12	2	0.0	-0.9	-5
COc1ccc(C2C(C#N)=C(N)SC(N)=C2C#N)cc1OC	-7	-0.1	0.0	12
CN(C(=O)C1CCCO1)c1nnc(-c2ccccn2)s1 (stereo not drawn)	-17	0.0	0.5	17
Cc1ccc(Nc2cc(C(=O)N3CCOCC3)c3ccccc3n2)cc1C	-3	0.0	-0.7	4
O=C(NCCc1ccccc1)C1CC(=O)N(Cc2ccc3c(c2)OCO3)C(=Nc2ccc(Cl)cc2)S1 (stereo not drawn)	-32	-0.8	2.0	-20
CCOc1cc(CN2CCN(C3CCCCC3)CC2)ccc1OC	-2	0.0	0.4	64*
CC(=O)Nc1cccc(NC(=S)NCc2ccc(Cl)cc2)c1	-1	-0.1	0.8	9
O=C(c1cc(-c2ccco2)on1)N1CCn2cc(C(F)(F)F)nc2C1	7	-0.1	0.5	10
O=C(NNC(=O)c1ccccc1F)c1ccc2c(c1)S(=O)(=O)c1ccccc1C2=O	-3	0.1	-0.6	9
Cc1ccc(CN2C(=O)S/C(=C\c3ccccc3OCC(=O)O)C2=O)cc1	-10	0.2	0.4	-1
Cc1ccc(NC(=O)CSc2nnc(SCC(=O)Nc3ccc(C)cc3)n2N)cc1	15	0.1	1.8	7
Cc1cc(C)n(S(=O)(=O)c2ccc(Cl)cc2Cl)n1	11	0.0	0.9	2
O=c1c2c(nc(SCc3ccccc3)n1C1CCCCC1)-c1ccccc1CC21CCCCC1	3	0.3	-0.7	4
O=c1[nH]cc(N=Cc2cc([N+](=O)[O-])ccc2O)c(=O)[nH]1	-4	0.2	2.6	1
Cc1cc(NCc2cccc(C(F)(F)F)c2)nc(Oc2ccccc2)n1	67*	1.1	2.2	18
COc1ccc(NC(=O)NNc2cc(N3CCOCC3)nc(N3CCOCC3)n2)cc1	3	0.2	-1.6	7
COc1ccc(CN2CC(C(=O)NCCCN3CCN(C)CC3)CC2=O)cc1 (stereo not drawn)	-8	-0.1	-0.5	-4
CCC(=O)Nc1nc2c(s1)C(=O)CC(c1ccccc1)C2 (stereo not drawn)	52*	-0.1	-0.3	-3

(continued)
SMILES	TEAD-YAP inh	FBW7 activator	GPR151 activ	MITF inh
COc1cccc(-c2ccc3c(-c4ccc(C(=O)N5CCN(C)CC5)cc4)[nH]nc3n2)c1F	22	0.3	-0.6	12
O=[N+]([O-])c1ccc(C(N2CCOCC2)N2CCOCC2)cc1	-9	0.3	-0.2	8
CC(C)n1cnc2c(NCCN3CCOCC3)nc(-c3csc4ccccc34)nc21	-2	0.3	0.1	6
C/C(CCc1ccc2c(c1)OCO2)=N\N=C1/NC(=O)CC(C(=O)Nc2ccccc2)S1 (stereo not drawn)	0	0.5	-0.9	-9
N#Cc1ccc(C(=O)Nc2sc3c(c2C(N)=O)CCCCC3)c(F)c1	-6	0.0	0.5	1
O=C1OC(c2cccc(Br)c2)=N/C1=C\c1ccc(-c2cccc([N+](=O)[O-])c2)o1	-5	0.2	-1.0	16
COc1ccc(NC(=O)c2ccc3c(=O)n(-c4ccccc4)c(SCC#N)nc3c2)cc1OC	16	0.0	-0.2	-4
Cc1cccc(/C=C2\SC(=S)N(CC(=O)O)C2=O)n1	1	0.0	-0.9	2
CCOC(=O)c1cc2c(=O)n3ccccc3nc2n(CCCOC)c1=NC(=O)C(C)(C)C	3	0.3	-1.0	10
C=CCN1C(=O)/C(=C/c2ccc([N+](=O)[O-])cc2)S/C1=N\c1nnc(CC)s1	1	-0.1	0.2	5
CC1=CC(C)(C)N(C(=O)C(Cc2ccccc2)N2C(=O)c3ccccc3C2=O)c2ccccc21 (stereo not drawn)	4	0.1	-1.6	21
CC(=O)N(C(C)=O)c1ccc(-c2cnc3ccc4ccncc4c3c2)cc1	-16	-0.4	-0.2	9
CCOC(=O)C1=C(O)/C(=C/c2cccc(OC)c2O)N=C1C	-1	-0.1	2.1	-7
O=c1[nH]c(=S)[nH]c(O)c1C(c1ccccc1)c1c(O)[nH]c(=S)[nH]c1=O	-5	-0.1	-0.5	4
Cc1c(C)c(C)c(S(=O)(=O)Nc2ccc3c(c2)C(=O)NCCO3)c(C)c1C	4	0.0	0.2	12
CCOc1cc(C=O)ccc1OCC(=O)NCc1ccccc1	13	0.2	-0.4	3
O=C(COc1ccc(-c2ccccc2)cc1)NNC(=O)Cc1cccs1	-1	-0.1	0.0	1
CC(=O)Nc1ccc(NC(=O)CSc2nc3ccccc3o2)cc1	-47	0.0	-0.7	-8
COCCNC(=O)c1nnc(Cc2c(F)cccc2Cl)o1	-9	0.2	-0.7	1
CCOC(=O)c1ccc(NC(=O)c2noc3c2COc2ccc(C)cc2-3)cc1	-7	0.0	-0.8	-8
COCC(C)NC(=O)c1cc(-c2ccc(F)cc2)no1 (stereo not drawn)	-20	0.1	-0.3	-13
CCOC(=O)C1=C(C)NC(C)=C(C(=O)OCC)C1c1cccc(O)c1	-1	-0.1	-0.2	-9
O=C(c1ccccc1)c1cccn1CC(=O)N1CCN(c2ccc(F)cc2)CC1	1	-0.2	-0.5	0
CCOC(=O)CSc1nc(C)c(C(C)=O)cc1C(N)=O	5	0.0	0.8	-6
CN(C)S(=O)(=O)c1ccc2oc3nnc(SCC(=O)Nc4ccccc4)n3c2c1	-39	0.0	0.4	1

Following part:
SMILES	TEAD-YAP inh	FBW7 activator	GPR151 activ	MITF inh
CCOC(=O)c1c(-c2ccccc2)csc1NC(=O)c1cc(C2CC2)on1	12	0.1	-0.1	3
O=C(NNC(=S)NCc1ccccc1)c1cc2ccccc2o1	-9	-0.1	0.0	-4
CCN1CCN(c2ncnc3sc(C(=O)Nc4cc(Cl)ccc4OC)c(C)c23)CC1	-3	-0.1	-0.3	-5
Cc1cc(NC(=O)Nc2ccc(F)cc2)no1	-9	-0.2	-0.8	10
COC1CCN(c2ncn(-c3ccc(Nc4nccc(-c5cncc(N6CCOCC6)c5)n4)cc3)n2)CC1	51*	-0.2	-0.1	6
Cc1cc(NC(=O)Cn2nnc3sc4c(c3c2=O)CCCC4)no1	5	-0.1	-1.0	-21
C[C@H](Cn1nnc2ccccc21)NC(=O)c1cscn1	9	-0.2	1.1	6
CCOC(=O)C1=C(C)NC2=C(C(=O)c3ccccc32)C1c1cc(Br)c(OC)c(OC)c1 (stereo not drawn)	57*	-0.1	0.0	8
CC(C)c1ccc(NC(=O)C2CCN(S(=O)(=O)c3cccc4cccnc34)CC2)cc1	-4	0.3	0.2	-16
O=C1CCCN1c1nc(-c2ccc(Br)cc2)cs1	-3	0.1	-0.2	3
O=C(CCc1nnc(C2CCCCC2)o1)N1CCCC(OCc2ccccc2)C1 (stereo not drawn)	-4	-0.1	0.9	3
O=C(Cc1c(O)c2ccccc2oc1=O)c1ccc(F)cc1	-10	0.0	0.6	4
Cn1cc(-c2cn3c(NC(=O)c4ccco4)cnc3cn2)cn1	5	-0.1	0.6	5
COc1ccccc1C(CC#N)c1ccco1 (stereo not drawn)	-2	0.3	-1.5	15
O=C1OC(/C=C/c2ccc(Cl)cc2Cl)=NC/1=C\c1ccc(Cl)cc1	0	-0.1	-1.3	-4
CC(=O)Nc1ccc(C(=O)CSc2nnc(C)s2)cc1	-14	0.0	0.0	9
CCOC(=O)N1CCN(C(=O)Cn2cc3c(n2)CCCC3)CC1	6	0.2	0.8	-17
CCOc1ccc(CNCCc2ccc(S(N)(=O)=O)cc2)cc1	-19	0.2	-0.6	0
Cc1ccc(/C=C2/SC(=O)N(CO)C2=O)cc1	-9	-0.2	0.3	-9
O=C(CN1CCOCC1)N1CCN(c2ccccc2)CC1	12	0.2	-0.3	12
Cc1cc(=O)nc2c3ccccc3n(C(C)C(=O)NCCc3ccccc3)n12 (stereo not drawn)	16	0.6	-0.7	-2
OC1CCC(NCc2ccccc2OCC(O)CN2CCc3ccccc3C2)CC1 (stereo not drawn)	0	-0.2	-0.1	-14
CCCCC(=O)Nc1nc(-c2ccc([N+](=O)[O-])cc2)cs1	-1	-0.2	0.7	2
COc1cccc(C2NC(=O)NC(C)=C2C(=O)OC2CCCCCC2)c1OC (stereo not drawn)	2	0.5	-0.2	2
O=C(O)c1cc(NC(=O)c2ccco2)cc(C(=O)O)c1	-2	0.0	1.8	5

Sorted by formula weight (rising): 19 of the compounds above
SMILES	TEAD-YAP inh	FBW7 activator	GPR151 activ	MITF inh
COc1ccccc1C(CC#N)c1ccco1 (stereo not drawn)	-2	0.3	-1.5	15
Cc1ccc(/C=C2/SC(=O)N(CO)C2=O)cc1	-9	-0.2	0.3	-9
O=C(O)c1cc(NC(=O)c2ccco2)cc(C(=O)O)c1	-2	0.0	1.8	5
C[C@H](Cn1nnc2ccccc21)NC(=O)c1cscn1	9	-0.2	1.1	6
O=C(Cc1c(O)c2ccccc2oc1=O)c1ccc(F)cc1	-10	0.0	0.6	4
CCCCC(=O)Nc1nc(-c2ccc([N+](=O)[O-])cc2)cs1	-1	-0.2	0.7	2
CC(=O)Nc1ccc(C(=O)CSc2nnc(C)s2)cc1	-14	0.0	0.0	9
Cn1cc(-c2cn3c(NC(=O)c4ccco4)cnc3cn2)cn1	5	-0.1	0.6	5
CCOC(=O)N1CCN(C(=O)Cn2cc3c(n2)CCCC3)CC1	6	0.2	0.8	-17
O=C1CCCN1c1nc(-c2ccc(Br)cc2)cs1	-3	0.1	-0.2	3
O=C(NNC(=S)NCc1ccccc1)c1cc2ccccc2o1	-9	-0.1	0.0	-4
CCOc1ccc(CNCCc2ccc(S(N)(=O)=O)cc2)cc1	-19	0.2	-0.6	0
Cc1cc(=O)nc2c3ccccc3n(C(C)C(=O)NCCc3ccccc3)n12 (stereo not drawn)	16	0.6	-0.7	-2
O=C1OC(/C=C/c2ccc(Cl)cc2Cl)=NC/1=C\c1ccc(Cl)cc1	0	-0.1	-1.3	-4
CCOC(=O)c1c(-c2ccccc2)csc1NC(=O)c1cc(C2CC2)on1	12	0.1	-0.1	3
O=C(CCc1nnc(C2CCCCC2)o1)N1CCCC(OCc2ccccc2)C1 (stereo not drawn)	-4	-0.1	0.9	3
OC1CCC(NCc2ccccc2OCC(O)CN2CCc3ccccc3C2)CC1 (stereo not drawn)	0	-0.2	-0.1	-14
CCOC(=O)C1=C(C)NC2=C(C(=O)c3ccccc32)C1c1cc(Br)c(OC)c(OC)c1 (stereo not drawn)	57*	-0.1	0.0	8
COC1CCN(c2ncn(-c3ccc(Nc4nccc(-c5cncc(N6CCOCC6)c5)n4)cc3)n2)CC1	51*	-0.2	-0.1	6

(continued)
SMILES	TEAD-YAP inh	FBW7 activator	GPR151 activ	MITF inh
CC(CC(=O)N1CCN(c2ccccc2)CC1)S(=O)(=O)c1ccc2c(c1)OCC(=O)N2 (stereo not drawn)	3	-0.1	3.6	7
Cc1csc(C(C)N(C)c2nc3nonc3nc2NC2CC2)n1 (stereo not drawn)	4	0.0	-1.1	-53
CC12C=CC(O1)C1C(=O)N(c3ccc(Br)cc3[N+](=O)[O-])C(=O)C12 (stereo not drawn)	4	0.0	-0.1	-1
O=C(CSc1nnc(-c2ccccc2)c(-c2ccccc2)n1)Nc1ccc(F)cc1	8	0.3	-0.9	14
COc1ccc(CCNC(=O)CSc2nnc(NC(C)=O)s2)cc1OC	9	-0.1	0.1	0
O=C(Nc1ccc2c(c1)OCCO2)c1nc2c(nnn2Cc2ccc(F)cc2)c(=O)[nH]1	3	-0.1	-0.3	11
COc1ccc(S(=O)(=O)N2CCC(Cc3ccccc3)CC2)cc1[N+](=O)[O-]	8	0.1	0.7	-1
O=C(c1ccc(Nc2nc(-c3ccccc3)c3cc(Br)ccc3n2)cc1)N1CCN(c2ccccc2Cl)CC1	0	0.0	0.1	-5
CCn1c(=O)cc(SCC(=O)NCc2cccs2)c2ccccc21	43*	-0.2	-0.2	13
CCc1ccc(C(=O)COC(=O)c2cccnc2Cl)cc1	-12	0.1	0.6	-20
COc1cccc(CN2CCN(C3CCC(C)CC3)CC2)c1 (stereo not drawn)	-8	-0.1	0.3	70*
O=C(NCCN1CCOCC1)c1ccc2nc(N3CCc4ccccc4C3)sc2c1	-48	0.2	-2.4	14
COCCn1c(-c2ccc([N+](=O)[O-])o2)nc2c1c(=O)[nH]c(=O)n2CC(C)C	-4	-0.9	-0.9	43
CC1=C(C(=O)Nc2ccccc2)C(c2ccc(N(C)C)cc2)n2ncnc2N1 (stereo not drawn)	-17	0.5	-2.2	3
CC1=C([N+](=O)[O-])C(c2ccccc2F)NC(=O)N1C (stereo not drawn)	-7	-0.1	-0.7	7
O=C(Cc1ccccc1[N+](=O)[O-])N1CCN(c2ccc(F)cc2)CC1	-5	-0.4	-1.3	0
CCOc1cc(C)c(Cl)cc1S(=O)(=O)n1ccc(C)n1	-7	0.1	-1.4	15
